M. tuberculosis GlmU – inhibition of mycobacterial GlmU enzyme – biochemical, glucosamine-1-phosphate acetyltransferase (AID 1376) | M. tuberculosis GlmU acetyltransferase enzyme assay; higher % means a stronger effect | inhibition, %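 (tested at 30 µM in the primary screen)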, or IC50 in µM where a hit was titrated | 0.25% of 220,000 active; in the data active means inhibition above about 13%;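 further: 0% = complete reaction with vehicle and 100% = reaction without substrate; strong numbers were not always called active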
Mtb RmlCD inh – inhibitors of Mycobacterium tuberculosis RmlC and RmlD coupled enzymes; RmlC+RmlD coupled enzyme assay, percent inhibition; primary screen in compound mixtures; inhibition, % at 3.6 µM; 0.03% of 160,000 active; in the data active means inhibition mostly above about 34%, no sharp cut-off; further: some results filed as inactive read as strong as hits
Target sequence (P9WH09 whole entry, looked up): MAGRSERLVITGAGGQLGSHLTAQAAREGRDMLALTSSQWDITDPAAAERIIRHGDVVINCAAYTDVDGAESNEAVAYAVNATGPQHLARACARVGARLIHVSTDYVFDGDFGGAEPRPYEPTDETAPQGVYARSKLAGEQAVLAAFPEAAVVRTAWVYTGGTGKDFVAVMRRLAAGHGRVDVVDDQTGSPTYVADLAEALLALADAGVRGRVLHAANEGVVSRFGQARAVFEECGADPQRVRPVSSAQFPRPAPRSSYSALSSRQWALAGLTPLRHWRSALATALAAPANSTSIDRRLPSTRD
Target sequence (P9WH11 whole entry, looked up): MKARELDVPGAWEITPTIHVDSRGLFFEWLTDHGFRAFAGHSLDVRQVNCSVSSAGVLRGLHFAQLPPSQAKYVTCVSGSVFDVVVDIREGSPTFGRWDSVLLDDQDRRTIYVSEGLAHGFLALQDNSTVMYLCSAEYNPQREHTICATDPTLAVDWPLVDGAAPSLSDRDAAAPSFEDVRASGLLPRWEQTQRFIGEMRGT
* = called active by the depositor; . = not tested or not shown. An excerpt. The share of hits here may be higher or lower than overall.

Start of the data: the first 6 compounds, to show the layout:
SMILES	M. tuberculosis GlmU	Mtb RmlCD inh
O=C1C(Cc2ccc(O)cc2)NC(=S)N1C1CCCCC1 (stereo unspecified)	2.3%	6
CN(C)S(=O)(=O)N1CCN(S(=O)(=O)c2ccc3ccccc3c2)CC1	4.3%	2
Cc1nc2scc(-c3ccccc3)c2c(=O)n1N	2.1%	.
C=CCn1c(COc2ccccc2)nnc1SCc1ccc(C#N)cc1	-6.1%	6
Cc1ccc(C)c(CN2CCNC2=O)c1	-3.5%	13
COc1ccc(CN2C(=O)NC(=O)/C(=C\c3ccco3)C2=O)cc1	8.4%	3

The whole of this part, from the start:
SMILES	M. tuberculosis GlmU	Mtb RmlCD inh
O=C1C(Cc2ccc(O)cc2)NC(=S)N1C1CCCCC1 (stereo unspecified)	2.3%	6
CN(C)S(=O)(=O)N1CCN(S(=O)(=O)c2ccc3ccccc3c2)CC1	4.3%	2
Cc1nc2scc(-c3ccccc3)c2c(=O)n1N	2.1%	.
C=CCn1c(COc2ccccc2)nnc1SCc1ccc(C#N)cc1	-6.1%	6
Cc1ccc(C)c(CN2CCNC2=O)c1	-3.5%	13
COc1ccc(CN2C(=O)NC(=O)/C(=C\c3ccco3)C2=O)cc1	8.4%	3
C1=Nc2ccccc2CN1c1ccccc1	2.1%	-10
CN1C(=O)C2(c3ccccc31)C1CCCC=C1C(C#N)=C(N)C2(C#N)C#N (stereo unspecified)	-4.4%	.
CN(C)/C=C(\C(=O)c1ccc(F)cc1F)c1nnnn1-c1ccccc1	1.9%	9
Cc1ccc(N(CN2C(=O)C3CC=CCC3C2=O)C(=O)c2ccco2)cc1Cl (stereo unspecified)	-0.1%	.
CCn1c(SCCC(=O)Nc2ccccc2)nnc1-c1ccc(OC)cc1	9.3%	7
CC(=O)N1CCc2cc(S(=O)(=O)NCCC(=O)Nc3cccc(C)c3C)ccc21	-0.6%	-2
C=C1c2cc(OC)ccc2NC(=O)N1CC	0.7%	7
COc1ccc(N2C(=O)NC(=O)/C(=C/c3ccc4c(c3)Cc3ccccc3-4)C2=O)cc1	-7.0%	-5
COC(=O)c1ccc(Sc2ccc(F)cc2)c(N)c1	6.8%	-1
COc1cc(NC(=O)Cc2ccc(F)cc2)cc(OC)c1OC	1.3%	4
CCOc1cc(S(=O)(=O)N(CC)CC)c(OCC)cc1-n1cnnn1	5.1%	8
CC(C)(C)NC(=O)C1CC(=O)OC1(C)C (stereo unspecified)	6.2%	-3
CCOC(=O)c1oc2ccccc2c1NC(=O)c1ccccc1OC	0.1%	7
CCc1cc(=O)[nH]c(SCc2ccc(C)cc2)n1	-6.0%	-5
Cc1noc(NC(=O)c2ccc(Cl)c(Cl)c2)c1Cl	6.6%	-15
CCOCCSc1nnc2nc(C)cc(C)n12	3.2%	10
CC(C)(C)OC(=O)N1CCC(NC(=O)c2[nH]cnc2C(=O)N[C@@H](Cc2ccccc2)C(=O)OCc2ccccc2)CC1	0.8%	.
Cc1ccc(NC(=O)Cc2nn(C)c(=O)c3ccccc23)cc1F	-0.3%	-5

2 entries drawn at random from the list so far, as already listed:
SMILES	M. tuberculosis GlmU	Mtb RmlCD inh
COc1ccc(N2C(=O)NC(=O)/C(=C/c3ccc4c(c3)Cc3ccccc3-4)C2=O)cc1	-7.0%	-5
CCOC(=O)c1oc2ccccc2c1NC(=O)c1ccccc1OC	0.1%	7

The list continues:
SMILES	M. tuberculosis GlmU	Mtb RmlCD inh
O=C(CSc1nnnn1C1CCCCC1)Nc1ccc(F)cc1	7.9%	.
COc1ccccc1Nc1nc(N)nc(-c2cc3ccccc3o2)n1	6.3%	9
CCc1ccccc1NC(=S)NC1CC2CCC(C1)N2Cc1ccc(F)cc1 (stereo unspecified)	-0.4%	.
Cc1cc(NC(=O)CSc2nc3c(c(=O)n(C)c(=O)n3C)n2C(C)C)no1	0.2%	.
COc1ccc(NC(=O)CSc2nc(N)c(-c3ccccc3)c(=O)[nH]2)cc1	-4.2%	.
CC1CCCCN1C(=O)COc1ccccc1F (stereo unspecified)	4.1%	9
C=CCSc1nc2c(c(=O)[nH]1)C(c1ccccc1)C(C#N)=C(N)O2 (stereo unspecified)	22%	-4
O=S(=O)(NCC1CC1)c1cccc(S(=O)(=O)N2CCCC2)c1	4.0%	13
CC1CCN(Cc2nc(-c3ccccc3)no2)CC1	0.8%	5
COc1cc(/C=C/c2cc(C(=O)O)c3ccccc3n2)cc(OC)c1O	8.4%	-2
COc1ccc(-c2csc(/C(C#N)=C/Nc3cc4oc5ccccc5c4cc3OC)n2)cc1	-0.3%	-14
CCS(=O)(=O)NC(C)C(c1cccs1)N1CCN(c2ccc(F)cc2)CC1 (stereo unspecified)	4.3%	6
COc1cccc(CNC(=O)CCC2CCCN(C(=O)c3ccoc3)C2)c1 (stereo unspecified)	-6.5%	11
O=S(=O)(c1ccc(Br)cc1Cl)N1CCN(CCO)CC1	7.2%	9
CCCc1nc(SCc2ccc(Cl)cc2Cl)n[nH]1	2.6%	4
COc1ccc(C)cc1NC(=O)CC(O)(C(F)(F)F)C(F)(F)F	3.4%	9
COc1ccc([N+](=O)[O-])cc1NC(=O)COC(=O)c1ccccc1O	9.1%	5
CCC(Sc1nc2sc(C(=O)OC)c(C)c2c(=O)n1N)C(=O)N(CC)CC (stereo unspecified)	-0.5%	7
O=c1oc(Nc2ccccc2F)nc2ccccc12	0.2%	6
O=C(Nc1ccc(F)cc1)c1nc[nH]c1C(=O)Nc1ccccc1[N+](=O)[O-]	3.2%	-3
CCOC(=O)c1c(NC(=O)Cc2cccs2)sc(C(=O)N2CCCCC2)c1C	2.8%	.
C/C(=C1\SC(N2CCOCC2)=NC1=O)c1ccc(C)cc1	2.6%	.
C/C(=C\c1ccccc1)C(=O)Nc1ccc(S(=O)(=O)Nc2ncccn2)cc1	0.5%	-46
CC(C)OC(=O)c1cc(-c2ccc(C=O)o2)ccc1Cl	0.8%	-6
c1ccc2c(c1)CCN(c1nc(CN3CCOCC3)nc3sc4c(c13)CCCC4)C2	-6.4%	2
O=C(/C=C/c1cccc([N+](=O)[O-])c1)NCCN1C(=O)S/C(=C\c2cccnc2)C1=O	0.1%	-4
O=C(CCN1CCc2ccccc2C(c2ccccc2)C1)c1ccc2c(c1)OCCO2 (stereo unspecified)	-1.1%	18
Cc1ccc(C(=O)C(OC(=O)c2c(C)cc(=O)oc2C)c2ccccc2)cc1 (stereo unspecified)	5.8%	6
CCc1[nH]nc2c1C1(CCOC1C)C(C#N)=C(N)O2 (stereo unspecified)	1.3%	8
CCN(CC)c1nc(C)c(C(C)=O)cc1C#N	-3.7%	-5
O=C(Nc1scc(-c2ccccc2)c1C(=O)O)c1ccco1	2.3%	16
O=c1[nH]c(-c2ccccc2)c(-c2ccccc2)[nH]1	1.5%	23
c1ccc(CSc2nnc(-c3sccc3-n3cccc3)o2)cc1	0.4%	.
O=C(NCc1ccco1)c1scc2c1OCCO2	1.7%	9
O=C(Nc1cccnc1)c1cc(F)c(F)cc1Cl	-6.0%	-7
O=C(CSc1nnc(-c2cccnc2)o1)OC1CCCCC1	4.4%	4

Full records, quoted from the list. Order of values: M. tuberculosis GlmU | Mtb RmlCD inh
Cc1ccc(C(=O)C(OC(=O)c2c(C)cc(=O)oc2C)c2ccccc2)cc1 (stereo unspecified) reads 5.8% | 6
O=C(Nc1cccnc1)c1cc(F)c(F)cc1Cl reads -6.0% | -7
c1ccc2c(c1)CCN(c1nc(CN3CCOCC3)nc3sc4c(c13)CCCC4)C2 reads -6.4% | 2

The listing continues.
SMILES	M. tuberculosis GlmU	Mtb RmlCD inh
COc1cccc(C2=CC(=O)CCC2)c1	-3.0%	.
CC1CCN(c2ccc(C(=O)OCC(=O)NCCN3C(=O)CSC3=O)cc2[N+](=O)[O-])CC1	-0.3%	4
Cc1ccc(-n2c(O)c(C=Nc3ccc(Br)cn3)c(=O)[nH]c2=O)cc1	-0.3%	13
Cc1nc(C)c(C(=O)N(c2ccc(C)c(C)c2)C(C(=O)NCc2ccco2)c2ccccc2)s1 (stereo unspecified)	-6.9%	13
COc1ccc(OC)c(NC(=O)c2ccc(NC(C)=O)cc2)c1	-0.6%	-11
NC(=O)c1ccc(NC(=O)COC(=O)CCCc2c[nH]c3ccccc23)cc1	-1.7%	.
COc1cc(/C=N/NC(=O)c2cccc(NC(=O)c3ccccc3Cl)c2)ccc1O	-1.6%	-16
O=C(CCC(=O)OCC(=O)c1ccc(F)cc1)NC1CCCCC1	2.1%	.
O=S(=O)(c1ccccc1)c1nc(Nc2cccc(O)c2)sc1Cl	-2.4%	-4
O=C(CSc1nnc(-c2ccccc2)o1)Oc1ccc(Br)cc1	2.3%	8
CCOc1ccc(-c2noc(CCCC(N)=O)n2)cc1OC	-2.0%	.
Cn1c(=O)cc(OCC(=O)NCc2cccnc2)c2ccccc21	0.5%	-1
O=c1c2ccc(Cl)cc2nc(-c2cccc(C(F)(F)F)c2)n1O	-1.9%	-10
CC(=O)C[C@H]1c2cc(C(F)(F)F)ccc2S(=O)(=O)N1C1CCCCC1	5.9%	.
O=c1ccc(/C=C/c2ccccc2)nn1Cc1ccc(Cl)cc1Cl	-3.9%	.
CCOCCCNC(=O)c1ccc2c(c1)OCO2	-4.7%	-6
COc1cccc(C(O)c2nc3ccccc3n2C(C)C)c1 (stereo unspecified)	3.9%	.
O=C(NNC1=Nc2ccccc2SC1)c1ccc(F)cc1	2.6%	1
CC1(C)C2([N+](=O)[O-])CN3CC1([N+](=O)[O-])CN(C2)C3C(O)C(O)C(O)CO (stereo unspecified)	-5.2%	15
O=S(=O)(NCCc1csc(-c2ccccc2)n1)c1ccc2c(c1)OCCO2	-3.6%	-5
CC(OC(=O)c1cc2sccc2n1C)C(=O)NCC1CCCO1 (stereo unspecified)	5.1%	-3
COCc1c(C(=O)N/N=C(/C)c2ccccc2)nnn1-c1nonc1N	9.3%	2
CCNS(=O)(=O)c1ccc(OCCNS(C)(=O)=O)cc1	-3.3%	-8
CC(C)c1nc(SCC(=O)c2ccccc2)c2c(=O)n(C)c(=O)n(C)c2n1	-7.9%	-9
CC(=O)N1N=C(c2ccccc2)OC1c1cccnc1 (stereo unspecified)	7.7%	.
COc1cccc(CNC(=O)CCC2CCCN(C(=O)CCc3c(C)noc3C)C2)c1 (stereo unspecified)	-3.5%	.
Cc1nnc(Sc2nc3c(c(=O)n(C)c(=O)n3C)n2Cc2ccc(Cl)cc2)s1	3.1%	.
CN(C)/C=C(\C=O)c1cccc(Cl)c1	0.9%	-6
CCCC(=O)Nc1ccc2nc(SCC(=O)Nc3ccc(N4CCOCC4)c(Cl)c3)sc2c1	0.8%	.
CCC(C)(C)n1nnnc1C(c1ccc(OC)c(OC)c1)N1CCN(c2ccc(OC)cc2)CC1 (stereo unspecified)	-1.7%	9
O=C(Cn1cc(C(=O)c2ccccc2F)c2ccccc21)NC1CC1	1.3%	-9
CCC(c1nnnn1Cc1ccco1)N(Cc1ccccc1OC)Cc1cc2cc(C)ccc2[nH]c1=O (stereo unspecified)	-0.3%	7
CC1(C)CC2CC(C)(CN2/C=N/c2sc3c(c2C#N)CC(C)(C)NC3(C)C)C1 (stereo unspecified)	0.6%	.
CN(C)c1ccc(C(=O)N2CC(=O)N(CCc3ccccc3)C(=O)C2)cc1	.	-9
COc1cc(NC(=O)COC(=O)c2cnccn2)c(C)cc1[N+](=O)[O-]	.	4
CNC(=O)c1nnc(Cc2ccc(Cl)cc2)o1	-2.9%	.

Gathered by group, the entries above containing a nitro group on carbon
SMILES	M. tuberculosis GlmU	Mtb RmlCD inh
COc1ccc([N+](=O)[O-])cc1NC(=O)COC(=O)c1ccccc1O	9.1%	5
O=C(Nc1ccc(F)cc1)c1nc[nH]c1C(=O)Nc1ccccc1[N+](=O)[O-]	3.2%	-3
O=C(/C=C/c1cccc([N+](=O)[O-])c1)NCCN1C(=O)S/C(=C\c2cccnc2)C1=O	0.1%	-4
CC1CCN(c2ccc(C(=O)OCC(=O)NCCN3C(=O)CSC3=O)cc2[N+](=O)[O-])CC1	-0.3%	4
CC1(C)C2([N+](=O)[O-])CN3CC1([N+](=O)[O-])CN(C2)C3C(O)C(O)C(O)CO (stereo unspecified)	-5.2%	15
COc1cc(NC(=O)COC(=O)c2cnccn2)c(C)cc1[N+](=O)[O-]	.	4

New compounds follow.
SMILES	M. tuberculosis GlmU	Mtb RmlCD inh
CCOC(=O)CSc1nnc(CCc2nc3ccccc3[nH]2)n1C	-0.2%	.
Clc1cccc(-c2nnc3n2CCCCC3)c1	-5.0%	6
CCN(CC)S(=O)(=O)c1cccc(-c2nnc(SCCCC(=O)c3ccc(F)cc3)o2)c1	-6.0%	.
O=C(NC1=NCCS1)c1cccc(NC(=O)c2ccco2)c1	5.7%	.
CC1CN(c2cc(=O)n(-c3ccc(Cl)cc3)c(=O)[nH]2)CC(C)O1 (stereo unspecified)	5.9%	-11
CC(=O)OC(C(=O)NC1CCCCC1)c1ccc(Cl)c(Cl)c1 (stereo unspecified)	-1.8%	-9
O=C(Nc1nc2nc(-c3ccccc3)cc(-c3ccccc3)n2n1)c1ccco1	4.0%	4
O=C(CCC(=O)N/N=C/c1c[nH]c2ccccc12)NCc1ccccc1	6.3%	-11
CCn1c(=O)cc(SCC(=O)Nc2ccc(OC)c(OC)c2)c2ccccc21	0.0%	-10
Cc1ccc(/C=N/NC(=O)c2ccccc2OCc2cccc(Br)c2)o1	3.1%	8
COc1ccccc1N(C(=O)CN1C(=O)c2ccccc2S1(=O)=O)C(C(=O)NCC1CCCO1)c1ccc(F)cc1 (stereo unspecified)	2.2%	15
O=C1CC(c2cccs2)Cc2nc(NC(=O)C3CC3)ncc21 (stereo unspecified)	-2.7%	11
CCOC(=O)N1CCN(Cc2nc3c(c(=O)[nH]c(=O)n3C)n2Cc2ccccc2C)CC1	1.6%	4
C[N+]1(CC(=O)Nc2ccccc2Cl)CCN(C(=O)c2cccs2)CC1	2.7%	2
Cc1ccc(-n2ncc3c(N4CCC5(CC4)OCCO5)ncnc32)c(C)c1	0.1%	.

Bioassay records: PubChem, several laboratories
